# Yeast superoxide = caloric restriction mimetics inhibiting age-related superoxide in yeast | AID 2690 | S. cerevisiae aged cells, superoxide DHE fluorescence; active compounds read low | superoxide response (% of plate mean), % at 10 µM | hit rate 0.18% among 330,000;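 active means superoxide response under a set limit, about three screen SD below normal, cut at about 65% in these data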;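 further: yeast aged for seven days with compound at 30 °C before DHE staining; 100% = average MFI of all compound-treated wells on the plate with controls excluded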
# VLA-4 inh = inhibition in a human VLA-4 binding assay | VLA-4 expressing cells, ligand binding flow cytometry | inhibition, % (about 7 µM as worked out from the volumes in the protocol) | hit rate 0.2% among 330,000 | AID 2557; in the data active means inhibition above about 50%
# RPL19A-GFP yeast = modulators of TOR pathway RPL19A-GFP in S. cerevisiae | hit rate 0.3% among 330,000 | percent response vs DMSO, % at 10 µM | AID 2025 | S. cerevisiae RPL19A-GFP strain, flow cytometry, 3 h; active compounds read low;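 active means percent response vs DMSO below 50%; inconclusive means fewer than 70 events counted for the yeast strain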;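 further: median channel GFP fluorescence of the barcoded RPL19A-GFP strain; ratio of sample median GFP to plate DMSO average so 100% = DMSO; lower means less RPL19A-GFP as with rapamycin TOR inhibition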
# AGP1 TOR yeast = modulators of TOR pathway AGP1-GFP in S. cerevisiae. S. cerevisiae AGP1-GFP multiplex flow cytometry, 3 h; GFP as percent of DMSO wells. GFP response vs DMSO, % at 10 µM. hit rate 0.02% among 320,000;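 active means GFP response relative to DMSO above a set limit, near screen average plus 3 SD, cut at about 150% in these data; inconclusive means fewer than 70 cells counted for the yeast strain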;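 further: median GFP channel fluorescence of the gated AGP1 strain per well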
# LAP4 TOR yeast = modulators of TOR pathway LAP4-GFP in S. cerevisiae; S. cerevisiae LAP4-GFP multiplex, flow cytometry GFP, 3 h; median GFP as percent of DMSO wells; GFP response vs DMSO, % at 10 µM; hit rate 0.34% among 320,000;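 active means GFP response vs DMSO above a set limit, about the screen mean plus 3 SD, cut at about 150% in these data; inconclusive means under 70 cell events counted for the yeast strain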
# CIT2 TOR yeast = alters CIT2-GFP fluorescence in TOR pathway yeast screen; GFP response vs DMSO, % at 10 µM; AID 2029; hit rate 0.065% among 320,000; S. cerevisiae CIT2-GFP strain, flow cytometry, 3 h; 100 means same as DMSO wells;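 active means GFP response relative to DMSO above a set limit, near the screen mean plus 3 SD, cut at about 150% in these data; inconclusive means Fewer than 70 cells measured for a yeast strain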;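 further: ratio of well median GFP fluorescence to mean of DMSO wells on the plate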
# GRK2 inh = inhibitors of human GRK2 displacing RNA aptamer; P25098; bead flow cytometry, FAM-aptamer displacement from GRK2; inhibition of aptamer binding, % at 10 µM; hit rate 0.59% among 330,000;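 active means inhibition of aptamer binding above 40%, roughly 3 SD of noise, on plates passing a quality check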;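 further: median bead fluorescence of bound FAM aptamer so fluorescent compounds give negative values; no value below 0 was filed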
# Target sequence (P25098 whole entry, looked up): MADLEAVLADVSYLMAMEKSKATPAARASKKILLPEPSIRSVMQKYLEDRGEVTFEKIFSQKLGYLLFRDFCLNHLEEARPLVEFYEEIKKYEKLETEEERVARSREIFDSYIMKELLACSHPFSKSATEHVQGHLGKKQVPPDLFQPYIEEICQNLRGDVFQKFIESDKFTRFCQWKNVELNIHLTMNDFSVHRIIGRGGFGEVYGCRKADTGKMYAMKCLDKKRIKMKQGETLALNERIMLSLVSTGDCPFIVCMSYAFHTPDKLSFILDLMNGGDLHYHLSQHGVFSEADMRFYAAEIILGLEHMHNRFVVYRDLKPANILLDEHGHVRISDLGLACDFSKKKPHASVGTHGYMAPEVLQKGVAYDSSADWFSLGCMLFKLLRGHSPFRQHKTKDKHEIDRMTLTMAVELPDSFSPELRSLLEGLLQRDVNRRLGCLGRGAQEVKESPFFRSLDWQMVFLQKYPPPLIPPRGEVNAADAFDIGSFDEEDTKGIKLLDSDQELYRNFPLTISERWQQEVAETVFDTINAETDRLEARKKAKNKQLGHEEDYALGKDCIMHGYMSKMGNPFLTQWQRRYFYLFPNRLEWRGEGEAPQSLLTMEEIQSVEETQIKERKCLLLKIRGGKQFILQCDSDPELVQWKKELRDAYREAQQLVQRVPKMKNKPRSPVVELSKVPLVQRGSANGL
# MEP2-GFP yeast = alters MEP2-GFP fluorescence in TOR pathway yeast screen | AID 2016 | GFP response vs DMSO, % at 10 µM | hit rate 0.51% among 330,000 | S. cerevisiae MEP2-GFP strain, flow cytometry GFP, 3 h; 100% = DMSO control level;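 active means GFP response versus DMSO above a set limit, roughly screen mean plus 3 SD, cut at about 180% in these data; inconclusive means fewer than 70 cells counted for a yeast strain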;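 further: median GFP fluorescence of the barcode-gated MEP2-GFP cells per well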
# Starred values were filed as active, the others as inactive; ? = inconclusive; . = not tested or not shown.
SMILES,Yeast superoxide,VLA-4 inh,RPL19A-GFP yeast,AGP1 TOR yeast,LAP4 TOR yeast,CIT2 TOR yeast,GRK2 inh,MEP2-GFP yeast
O=C(NCCc1ccc(O)c(O)c1)C1COc2ccccc2O1 (stereo not drawn),79,6,101,98,100,102,1,102
COC(=O)c1cc(NS(=O)(=O)c2ccc3c(c2)c(=O)n(C)c(=O)n3C)cc(C(=O)OC)c1,114,0,97,95,95,97,0,103
Cc1cccc(CN(CC(=O)N/N=C/c2ccco2)S(=O)(=O)c2ccc(Cl)cc2)c1,96,7,99,104,97,104,7,107
COc1ccc(NS(=O)(=O)c2cccc(C(=O)NNC(=O)c3ccccc3O)c2)cc1,75,4,93,104,102,98,5,95
O=C(c1ccccc1)N1CN2CN(C(=O)c3ccccc3)CC([N+](=O)[O-])(C2)C1,88,22,103,103,99,102,2,102
O=C(OCC(=O)N1CCOCC1)c1ccc2ccccc2c1O,88,21,99,98,102,91,25,101
CCN(c1ccc(OCC(=O)OCC(=O)Nc2ccc(F)c(F)c2F)cc1)S(=O)(=O)c1ccccc1,104,-9,95,99,99,97,0,108
Cc1ccc(NC(=O)CSc2nnc(CNC(=O)c3cccs3)o2)c(C)c1,96,-4,108,93,85,99,2,109
Cc1c(CCC(=O)O)c(=O)oc2c(C)c(OCc3cc4c(cc3Cl)OCO4)ccc12,95,-1,94,95,100,94,9,100
COCCn1c(=N)c(C(=O)NCc2ccco2)cc2c(=O)n3ccccc3nc21,98,-7,61,66,107,94,6,573*
O=C(c1ccco1)N1CCN(S(=O)(=O)c2cccc(C(F)(F)F)c2)CC1,94,18,101,100,92,102,0,101
O=C(NNC(=O)c1nc2ccccc2[nH]1)OCc1ccccc1,103,10,102,79,80,81,0,90
Cc1ccc(C(=O)Cn2cccn2)cc1,103,-3,101,108,105,97,3,96
OCC1OC(Oc2cccc3ccccc23)C(O)C(O)C1O (stereo not drawn),108,19,102,97,93,103,0,102
O=C(N/N=C/C1CC=CCC1)c1ccccc1O (stereo not drawn),87,6,?,?,?,?,1,?
CCOc1ccc(N2CC(C(=O)Nc3cccc(S(=O)(=O)NC4=NCCC4)c3)CC2=O)cc1 (stereo not drawn),77,2,102,104,106,90,1,98
O=C(Nc1ccc2c(c1)C(=O)N(CC1CCCO1)C2=O)c1ccc(Cl)c(Cl)c1 (stereo not drawn),101,-3,99,100,97,.,21,99
Cc1ccc(NC(=O)CSCC(=O)NCc2ccco2)cc1,94,15,87,99,93,81,0,90
CCN(CC)CCNC(=O)CSc1c2c(nc3cc(Cl)ccc13)CCCC2,91,-7,105,97,94,99,0,101
O=S(=O)([N-]c1nc2ccccc2nc1-[n+]1ccccc1)c1ccc(Cl)cc1,92,3,101,99,103,104,0,101
Cc1onc(-c2ccccc2Cl)c1C(=O)NC1CCCCCC1,98,-8,100,92,89,98,0,95
Cc1ccc(N=Cc2ccc(N(C)C)cc2)cc1C,84,-4,102,107,108,102,1,97
NC(=S)N/N=C/c1ccc(-c2cc(Cl)c(Cl)cc2Cl)o1,123,5,99,110,111,112,3,104
O=C1c2ccccc2C(O)(Cc2ccccc2)N1c1ccc2c(c1)OCO2 (stereo not drawn),105,-3,105,110,108,104,2,112
Oc1[nH]c2ccccc2c1C=Nc1ccc2c(c1)OCO2,100,-13,95,93,109,93,1,104
COc1ccccc1NC(=O)C1=C(C)NC(=O)NC1c1ccccc1F (stereo not drawn),104,5,102,98,100,96,0,102
O=C(CSCc1ccc(Br)cc1)N=Nc1c(O)[nH]c2ccccc12,100,3,101,98,96,104,0,104
O=C(NC1CCCCC1)N(CCN1CCCC1)Cc1cc2cc3c(cc2[nH]c1=O)OCCO3,95,-4,87,104,93,100,0,102
C=CCNC(=S)NNc1nc(N2CCCC2)nc(N2CCCC2)n1,98,2,98,98,93,104,0,105
O=C(NCCCO)C12CC3CC(CC(C3)C1)C2,106,14,96,103,97,97,2,101
CCOc1ccc(Oc2cc(NC(=O)c3ccco3)cc([N+](=O)[O-])c2)cc1,127,-1,93,92,95,90,0,93
Nc1nc2ccc(C(=O)Nc3ccccc3)cc2s1,94,14,98,98,98,94,0,99
COc1ccccc1C(=O)C1CCCN(Cc2cn[nH]c2C2CCCCC2)C1 (stereo not drawn),85,0,108,90,100,90,0,109
CN1CCN(NC(=O)c2ccc(S(=O)(=O)N3CC4(C)CC3CC(C)(C)C4)cc2)CC1 (stereo not drawn),105,4,81,?,?,108,0,?
COc1ccc(C(=O)N/N=c2\oc3ccccc3cc2C(=O)NCc2ccccc2)cc1,99,5,101,102,99,92,1,102
CCOc1ccccc1NC(=O)c1ccc(S(=O)(=O)N(C)c2ccccc2)cc1,82,0,99,103,113,104,0,99
O=C(c1ccc(Br)cc1)N1CCN(c2ncccn2)CC1,99,-1,95,84,96,80,0,96
CCOc1ccc(-c2cnc3n2CCCCC3)cc1,105,10,98,103,98,93,0,96
O=C(CN1CCN(C(=O)c2ccco2)CC1)Nc1ccc2c(c1)OCO2,89,-5,107,109,107,119,3,107
CCOCCCNC(=O)CCNS(=O)(=O)c1ccc(C)cc1,111,0,102,99,101,107,0,104
O=C(Nc1nc(-c2ccc(-c3ccccc3)cc2)cs1)C1=COCCO1,106,0,102,101,107,107,0,110
COc1cc(CCC(=O)N2CCN(c3ccc([N+](=O)[O-])cc3)CC2)cc(OC)c1OC,96,32,100,103,102,116,2,113
CCOc1ccc(S(=O)(=O)N2CCN(Cc3ccccc3)CC2)c2cccnc12,105,0,99,97,98,91,0,90
CCOc1ccc(CNC(=O)C2Cc3cc(S(=O)(=O)N4CCCC4)ccc3N2C(C)=O)cc1 (stereo not drawn),76,7,98,100,96,103,0,105
COCCNC(=O)c1ccc2ccccc2n1,83,39,94,97,93,97,0,105
COCCn1c(COc2cccc(OC)c2)nnc1SCC(=O)NC1CCCC1,96,9,93,98,89,101,0,90
CCOc1ccc(C2C(C(=O)c3cccs3)=C(O)C(=O)N2CCCn2ccnc2)cc1 (stereo not drawn),92,-2,103,100,99,103,0,99
NC(=O)c1cc(Cl)cn(-c2ccccc2)c1=O,92,5,109,103,94,97,3,91
Nc1nonc1-n1nnc(C(=O)N/N=C/c2ccoc2)c1CSc1ccccc1,120,5,98,102,92,102,0,101
CN1C(=O)OC2(C)CCc3ccccc3C12C (stereo not drawn),99,6,103,104,98,118,1,100

# Five structures already listed, ordered by length of the SMILES, low to high.
SMILES,Yeast superoxide,VLA-4 inh,RPL19A-GFP yeast,AGP1 TOR yeast,LAP4 TOR yeast,CIT2 TOR yeast,GRK2 inh,MEP2-GFP yeast
CN1C(=O)OC2(C)CCc3ccccc3C12C (stereo not drawn),99,6,103,104,98,118,1,100
COCCn1c(COc2cccc(OC)c2)nnc1SCC(=O)NC1CCCC1,96,9,93,98,89,101,0,90
O=C(Nc1nc(-c2ccc(-c3ccccc3)cc2)cs1)C1=COCCO1,106,0,102,101,107,107,0,110
Nc1nonc1-n1nnc(C(=O)N/N=C/c2ccoc2)c1CSc1ccccc1,120,5,98,102,92,102,0,101
CCOc1ccc(C2C(C(=O)c3cccs3)=C(O)C(=O)N2CCCn2ccnc2)cc1 (stereo not drawn),92,-2,103,100,99,103,0,99

# Next structures.
SMILES,Yeast superoxide,VLA-4 inh,RPL19A-GFP yeast,AGP1 TOR yeast,LAP4 TOR yeast,CIT2 TOR yeast,GRK2 inh,MEP2-GFP yeast
CC(C)N1C(=O)S/C(=C/c2cccnc2)C1=O,97,-2,92,93,103,89,2,94
COc1ccc(CCNC(=O)CSc2cc(=O)[nH]c(N)n2)cc1OC,88,13,102,102,100,114,0,105
CCCC1NC(=S)NC(C)=C1C(C)=O (stereo not drawn),93,7,94,97,125,91,2,105
O=C(NCc1ccccc1Cl)C1CCCN(c2nc3ccsc3c(=O)s2)C1 (stereo not drawn),100,-4,97,99,116,100,0,100
Cc1ccc(C)c(NC(=O)CSc2nnc(-c3ccccc3)n2N)c1,91,-3,109,113,115,112,17,111
NC(=O)C1CCN(c2oc(/C=C/c3ccccc3)nc2S(=O)(=O)c2ccccc2)CC1,98,5,95,92,91,100,0,95
CC(=O)Nc1ccc(NC(=O)C(C)OC(=O)c2ccc(OCc3c(C)noc3C)cc2)cc1 (stereo not drawn),108,3,99,101,99,106,1,99
COc1ccc(-c2nsc3c(N4CCCC4)ncnc23)cc1,118,16,95,93,106,89,3,108
Cc1c(C(=O)O)[nH]c2c1C(=O)CC(c1ccc(Cl)cc1)C2 (stereo not drawn),101,-12,104,105,103,103,1,110
N#Cc1cc(Oc2ccc(Cl)cc2)c(N2CCOCC2)cc1C#N,89,-10,92,90,89,91,0,89
O=C(NCCN1CCOCC1)c1ccc(CSCc2cccc(Cl)c2)o1,85,-8,93,96,99,85,4,98
Cc1nn(C(C)CC(=O)O)c(C)c1C (stereo not drawn),100,23,102,108,100,105,0,104
O=C(Nc1cccnc1Cl)c1cc(-c2cccc(O)c2)on1,86,3,106,98,95,92,1,104
COc1cccc(/C=N/NC(N)=S)c1OCc1ccccc1Cl,80,8,110,110,101,107,0,105
COCCN(Cc1cc2cc(C)c(C)cc2nc1Cl)C(=O)Nc1ccccc1,96,14,107,73,89,65,0,90
Cc1cccc(NC(=O)NCc2ccccn2)c1,119,-6,99,105,102,97,0,99
COc1ccc(NC(=O)CCCn2cc([N+](=O)[O-])cn2)cc1,89,-5,100,107,99,101,2,104
O=C(O)c1ccc(CSc2nnc(COc3ccc(Cl)cc3Cl)o2)cc1,95,2,96,97,110,95,2,101
CCOc1ccc(NS(=O)(=O)c2ccc(C(=O)NCCCN3CCOCC3)cc2)cc1,98,-8,77,87,80,89,2,86
CCOc1ccc(NC(=S)N(CCc2c(C)[nH]c3ccccc23)Cc2cccnc2)cc1,99,15,105,101,95,108,0,101
COc1ccc(-c2cc(C(=O)OCC(=O)Nc3cc(C)on3)c3ccccc3n2)cc1OC,105,9,98,.,106,109,0,101
COc1ccc(C2(C(=O)Nc3c(C)n(C)n(-c4ccccc4)c3=O)CCCC2)cc1OC,89,8,102,108,100,102,1,103
COC(=O)[C@@H](Cc1ccccc1)N(Cc1ccccc1)S(=O)(=O)N(Cc1ccccc1)[C@H](Cc1ccccc1)C(=O)OC,111,5,101,95,97,93,8,100
CCOC(=O)CC1(c2ccccc2)CCOC(C)(C)C1 (stereo not drawn),92,3,87,88,92,91,0,87
C/C=C/Cn1c(N(C)Cc2ccccc2)nc2c1c(=O)[nH]c(=O)n2C,98,-7,94,93,90,91,0,93
COc1cccc(CC(=O)Nc2ccccc2C(=O)N2CCOCC2)c1,110,-11,107,100,91,104,0,110
Cc1ccc(NS(=O)(=O)c2ccc3c(c2)NC(=O)C(C)C(=O)N3)c(Br)c1 (stereo not drawn),95,-17,106,111,114,106,1,108
O=C(CN1CCN(CN2C(=O)NC3(CCCCCC3)C2=O)CC1)Nc1cccc(F)c1,108,24,98,93,92,99,0,101
Cc1sc2ncnc(SCC(=O)NCC(C)C)c2c1C,103,16,101,94,108,95,17,99
Cc1ccc(S(=O)(=O)NCC(C)NS(=O)(=O)c2ccc(C)cc2)cc1 (stereo not drawn),104,0,103,103,105,99,0,103
CSCCC(NC(=O)/C(=C/c1ccco1)NC(=O)c1ccco1)C(=O)O (stereo not drawn),108,1,102,107,111,98,3,96
CC(C)(C)c1ccc(-c2nnc(SCC(=O)O)n2N)cc1,109,-2,109,117,102,107,0,108

# The order is random, and some 1.7% of all compounds hit somewhere here.
